V1R ag counter: V1a receptor agonism, counter-screen for OXTR agonists; CHO-V1R cells, Fluo-8 calcium fluorescence, agonist mode; 0% DMSO, 100% 3 nM vasopressin; activation, % at 3 µM; 0.25% of 320,000 active;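 active = activation above the mean activation of all tested compounds plus 3 SD, per screening run, cut at about 20% in these data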;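 also: signal is peak over basal fluorescence ratio across a 100 second FLIPR read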
CHO-K1 Ca ag: nonselective activator or artifact in parental CHO-K1 cells | 0.48% of 360,000 active | AID 602248 | activation, % at 3 µM | Fluo-8 calcium fluorescence; scaled to maximal ATP response, vehicle zero; in the data active = activation above about 15%;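 also: untransfected CHO-K1 host cells lacking M1 receptor as counterscreen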
CHO-K1 Ca PAM: nonselective activator or artifact in parental CHO-K1 calcium assay. ATP EC20, Fluo-8 calcium fluorescence; 0% at ATP EC20, 100% at ATP max. activation, % at 3 µM. 0.02% of 360,000 active;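 active = activation above the run cutoff, the mean activation of all test compounds plus 3 SD, cut at about 40% in these data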;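 also: peak over basal fluorescence ratio in a 140 s read after ATP addition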
CHRM1 agonist: activates human CHRM1 receptor; P11229; CHO-K1 hM1, Fluo-8 calcium fluorescence, agonist mode; 0% DMSO, 100% acetylcholine EC100; activation, % at 3 µM; 0.33% of 360,000 active;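 active = activation above the run's mean compound activation plus 3 SD, cut at about 16% in these data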;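 also: peak over basal fluorescence ratio within a 140 s kinetic read after compound addition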
Target sequence (P11229 whole entry, looked up): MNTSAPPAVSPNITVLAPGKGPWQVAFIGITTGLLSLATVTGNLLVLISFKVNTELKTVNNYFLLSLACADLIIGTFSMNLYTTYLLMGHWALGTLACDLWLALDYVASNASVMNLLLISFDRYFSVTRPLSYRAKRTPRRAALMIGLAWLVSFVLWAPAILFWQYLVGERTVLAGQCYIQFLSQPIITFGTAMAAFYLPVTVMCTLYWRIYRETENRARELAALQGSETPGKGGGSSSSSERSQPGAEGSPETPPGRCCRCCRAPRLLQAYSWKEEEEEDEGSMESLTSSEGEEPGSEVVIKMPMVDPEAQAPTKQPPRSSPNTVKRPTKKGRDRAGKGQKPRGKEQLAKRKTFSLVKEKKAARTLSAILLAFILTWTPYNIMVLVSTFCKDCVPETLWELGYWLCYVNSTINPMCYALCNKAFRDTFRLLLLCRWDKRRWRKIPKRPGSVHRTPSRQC
TAAR1 ag: human TAAR1 agonism | 0.99% of 360,000 active | Q96RJ0 | CHO RD-HGA16 TAAR1, Fluo-8 calcium fluorescence; vehicle wells 0%, saturating PEA agonist 100% | activation, % at 3 µM;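 active = activation above the mean activation of all test compounds in the run plus 3 SD, cut at about 38% in these data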
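Benchmarks: low control DMSO, high control PEA (EC100); System: CHO RD-HGA16 cells carrying human TAAR1 plus Gα16; Detection: Fluo-8 fluorescence, 5 s baseline then 140 s kinetic read; Schedule: 17-24 h plating, Fluo-8 75 min 37 °C, 30 min RT; Read-out basis: % activation from peak over basal fluorescence ratio, DMSO-to-PEA scaled.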
OXTR potentiator: potentiators of human oxytocin receptor; P30559; CHO-OTR cells, Fluo-8 calcium fluorescence, potentiator mode; 0% = oxytocin EC15, 100% = EC100; activation, % at 3 µM; 0.061% of 320,000 active; AID 2445;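 active = activation above that plate's cutoff, the mean activation of tested compounds plus 3 SD, cut at about 6.6% in these data, passing the limit was not always enough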;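 also: 100% uses oxytocin at 75 nM as the full agonist control; some results filed as inactive read as strong as hits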
Target sequence (P30559 whole entry, looked up): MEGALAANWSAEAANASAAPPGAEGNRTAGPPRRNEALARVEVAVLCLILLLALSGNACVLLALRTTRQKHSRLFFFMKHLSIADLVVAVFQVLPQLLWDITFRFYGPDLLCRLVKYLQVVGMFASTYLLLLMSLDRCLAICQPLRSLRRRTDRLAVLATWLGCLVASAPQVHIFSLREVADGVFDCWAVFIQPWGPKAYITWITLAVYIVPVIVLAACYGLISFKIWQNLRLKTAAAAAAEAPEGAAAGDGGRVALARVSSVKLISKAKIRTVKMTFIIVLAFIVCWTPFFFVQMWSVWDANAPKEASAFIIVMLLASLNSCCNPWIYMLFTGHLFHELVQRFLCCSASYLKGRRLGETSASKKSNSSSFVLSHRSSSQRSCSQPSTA
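Dosing: Single dose, 3.0 µM nominal final compound concentration | Material: Human OTR in CHO cells | Technique: Kinetic Fluo-8 calcium fluorescence | Benchmarks: EC15 oxytocin alone as 0%, 75 nM oxytocin as 100% | Probe or stimulus: Oxytocin at about EC15, sub-maximal agonist stimulus | Incubation: Compound 6 min at room temperature before oxytocin, 100 s read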
CHO-K1 Ca antag: nonselective inhibitor or artifact in parental CHO-K1 cells | AID 602250 | inhibition, % at 3 µM | 0.6% of 360,000 active | ATP-induced calcium, Fluo-8 fluorescence;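 active = inhibition above a per-plate cutoff, the plate's mean sample inhibition plus 3 SD, cut at about 24% in these data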;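 also: 0% = DMSO plus EC80 ATP and 100% = DMSO alone without ATP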
CHO parental Ca: signal in parental CHO cells, OX1R antagonist counter-screen | parental CHO-K1, ATP-induced calcium, Fluo-8 fluorescence | inhibition, % at 5.6 µM | 0.63% of 330,000 active | AID 463079;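 active = inhibition above that plate's mean sample inhibition plus 3 SD, cut at about 26% in these data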;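 also: 0% = ATP-challenged DMSO wells and 100% = DMSO wells without ATP; some compounds past the cut are filed as inactive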
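Assay system – parental CHO cells · Reagent – ATP stimulus · Detection – intracellular calcium via Fluo-8 no-wash fluorescent dye · Evaluation – percent inhibition of ATP-evoked calcium rise, normalized to controls · Controls – ATP wells versus no-ATP DMSO wells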
TAAR1 antagonist: antagonists of human TAAR1. Q96RJ0. CHO RD-HGA16 TAAR1, Fluo-8 calcium fluorescence, antagonist. inhibition, % at 3 µM. 1.5% of 360,000 active;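 active = inhibition above a per-plate cutoff, the mean inhibition of test compounds on that plate plus 3 SD, cut at about 49% in these data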;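 also: 0% = DMSO plus EC80 beta-PEA response and 100% = DMSO alone without agonist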
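Assay system: RD-HGA16 CHO cells with stable hTAAR1 and Gα16 / Reagent: EC80 β-phenethylamine stimulus / Doses: 3 µM, single point / Timing: dye loading 75 min at 37 °C, then 30 min room temperature / Measured by: Fluo-8 intracellular calcium dye fluorescence, real-time kinetic reads / Controls: vehicle wells and EC80 agonist wells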
An asterisk follows results filed as active; . = no result given.

SMILES	V1R ag counter	CHO-K1 Ca ag	CHO-K1 Ca PAM	CHRM1 agonist	TAAR1 ag	OXTR potentiator	CHO-K1 Ca antag	CHO parental Ca	TAAR1 antagonist
Cc1ccc(NS(=O)(=O)c2ccc(C(=O)NCCN3CCOCC3)cc2)cc1	2.2	-0.1	-22	1	7	-2	-3	-8	-5
O=C(Cn1nc(C(=O)O)c2ccccc2c1=O)Nc1cccc(S(=O)(=O)N2CCCC2)c1	.	3.5	-3	-5	3	.	6	.	18
CCCCn1c2c(c(=N)c3ccccc31)CCC2	-0.1	0.9	9	-2	1	-1	-11	13	0
COc1cccc(C2NC(c3cccc(OC)c3O)C(C)C(=O)C2C)c1O (centres undefined)	0.7	2.4	1	-2	8	-6	-27	-14	4
CCOc1ccc2nc(NC(=O)C3CCCN(S(=O)(=O)c4c(C)noc4C)C3)sc2c1 (centres undefined)	1.7	-0.3	12	-3	5	1	4	-6	42
Cc1cc2cc3c(cc2nc1SCC(=O)Nc1c(C)cccc1C)CCC3	0.6	-0.1	-12	-1	-1	-1	-11	-16	-5
COCCNC(=O)C(OC(=O)CC1Sc2ccccc2NC1=O)c1ccncc1 (centres undefined)	-0.1	0.6	-2	-4	10	2	-5	-13	-27
Cc1sc(-c2ccncc2)nc1OC(=O)c1ccc(Cl)cc1	-1.4	-0.4	13	-5	13	-15	-9	-18	-7
Cc1c(Cl)cccc1NC(=S)C(=C([O-])c1ccc(Cl)s1)[n+]1ccccc1	.	0.8	32	-7	0	.	-10	.	-9
CC(C)(C)c1ccc(S(=O)(=O)Nc2cccc(C3OCCCO3)c2)cc1	5.2	6.7	16	-4	4	-9	3	-9	10
COc1ccc(N(CC(=O)NC2CCCC2)C(=O)c2ccc(C)s2)c(OC)c1	0.7	2.5	9	-2	-1	-5	-15	-14	4
Cc1nnc2sc(-c3ccc(N(C)C)cc3)nn2c1=O	.	0.2	11	-5	1	.	-8	.	-2
O=C(Nc1nccs1)c1cc2c(s1)CCCCC2	-1.0	0.2	13	-5	7	-6	-3	-10	13
COc1ccc(Cl)cc1-c1cc(C(=O)NCc2ccc(C(F)(F)F)cc2)[nH]n1	.	0.3	-6	-3	2	.	2	.	23
CCCn1c(=O)[nH]c(=O)c2c1nc(-c1ccc(C(F)(F)F)cc1)n2CCOC	0.8	1.6	21	-6	-2	-5	-12	1	0
c1ccc(-c2noc(-c3cccnc3)n2)nc1	0.3	0.8	16	-2	3	-19	-13	-10	-21
CCC(Oc1cc(Cl)ccc1Cl)C(=O)NNC(=O)CCC(=O)O (centres undefined)	0.6	-0.7	-15	-4	2	11	22	-3	-15
Cc1ccc(Cc2c(C)c(C#N)c3[nH]c4ccccc4n3c2=O)cc1	3.4	2.4	10	0	16	-8	-17	-10	-2
Cc1cc(=O)cc(C)n1-c1ccc(F)cc1F	0.8	0.4	3	-4	0	-16	-10	8	9
CCN(CC)C(=O)C1CCCN(Cc2ccccc2C(F)(F)F)C1 (centres undefined)	0.3	0.5	15	-7	15	-1	-10	-15	4
Cc1cc(C(=O)NCCc2ccccc2)ccc1[N+](=O)[O-]	2.5	1.3	5	-5	0	-9	-6	-30	-11
COc1cccc(C2=CC(=O)CC(C)(C)C2)n1	-0.8	0.1	16	-6	2	3	-10	-3	13
COc1cccc(NC(=O)CSc2nnc(CNC(=O)c3ccccc3F)o2)c1	1.3	2.0	13	-2	2	-4	-18	-5	-14
c1ccc(CN(CCN2CCOCC2)Cc2ccccc2)cc1	.	-0.3	14	-8	0	.	-16	.	-21
CC(Sc1nnnn1-c1ccccc1)C(=O)NC1CCCC1 (centres undefined)	0.2	0.0	1	-3	2	-6	8	-1	-23
O=c1nccc(N/N=C/c2ccccc2)[nH]1	.	1.1	10	-5	34	.	-10	.	0
COC(=O)c1c(NC(C)=O)sc(C(=O)Nc2ccccc2F)c1C	1.0	2.0	12	-2	2	6	-15	-9	-1
COCC(=O)Nc1nc(-c2ccccc2)c(C)s1	0.7	0.3	6	-8	8	2	-10	-15	-8
Cc1ccc(S(=O)(=O)N(CC(=O)N2CCC(C(N)=O)CC2)Cc2ccc(F)cc2)cc1	-0.7	0.6	11	-6	-1	-2	-18	-14	-21
CCCn1nnc(NC(=S)NC(=O)c2ccccc2OC)n1	0.9	0.7	8	-4	6	7	-9	3	0
COc1ccc(-c2nc(-c3ccncc3)no2)c(OC)c1	-0.4	0.2	-16	-4	3	-1	9	-16	-7
O=C(Nc1ccccc1C(F)(F)F)N1CCCCCC1	-1.2	0.1	15	-1	5	-16	-5	-13	-1
O=C(CN1CCN(C(=O)C2CCCO2)CC1)Nc1ccc(Br)cc1 (centres undefined)	1.5	1.6	0	-2	1	-3	-1	2	-3
CC1(C)Oc2ccc3ccc(=O)oc3c2/C(=C/Nc2ccccc2)C1=O	1.1	0.0	1	-3	7	-10	6	0	14
O=C(C[C@@H]1C[C@@H]2c3cc(NS(=O)(=O)c4ccc(F)cc4)ccc3O[C@@H]2[C@H](CO)O1)N1CCc2ccccc2C1	.	1.3	6	-1	22	.	8	.	15
O=C(COC(=O)COc1ccccc1)NC1CCS(=O)(=O)C1 (centres undefined)	-0.3	0.5	8	-2	2	0	-6	9	-32
C/C(=N/NC(=O)CCC(=O)Nc1cccc(Cl)c1)c1ccc(C)cc1	1.4	1.0	23	-4	0	1	-15	-5	1
CC(C)C(NC(=O)OCc1ccccc1)C(=O)O (centres undefined)	1.3	-0.1	24	-3	10	-11	-6	-1	-2
COc1cccc(C(=O)N2c3ccccc3Sc3ccccc32)c1	-1.5	-0.5	-6	-9	-2	-10	-10	-30	9
O=C(/C=C/c1ccccc1)Nc1ccc(CN2CCOCC2)cc1	3.0	3.1	12	-9	2	-6	-15	-11	-22
O=C(O)CCC(=O)Nc1ccc(C(=O)OCC(=O)c2ccc(Cl)cc2)cc1	2.5	0.5	20	-7	0	4	-6	0	8
O[C@@H]1CN(CC2CCCCC2)[C@@H](c2ccc(Cl)cc2)C[C@H]1n1cc(-c2ccc(F)cc2)nn1	.	0.8	4	-2	-1	.	-4	.	6
Cc1[nH]oc(=O)c1N=Nc1ccccc1	0.7	0.1	21	-5	0	-10	-10	5	20
COc1ccc(COC(=O)CCN=C2NS(=O)(=O)c3ccccc32)cc1F	0.5	1.4	11	-2	1	-1	6	4	19
c1ccc(C[n+]2cccc(-c3ccccc3)c2)cc1	0.4	0.2	6	-14	10	-4	-8	0	2
O=C(O)CCn1c(-c2ccccc2)cc2ccccc21	0.6	5.8	1	-3	2	-13	1	-11	0
Cc1ccc[n+](CC(=O)Nc2nc3ccccc3s2)c1	0.9	1.1	8	-7	0	-11	-17	-2	2
C=CCn1c(CNc2ccc(C)cc2)nnc1SCC(=O)N/N=C/c1ccc(O)cc1O	-0.4	-0.4	12	-5	2	-4	-12	-30	0
Cc1ccc(C(=O)NS(=O)(=O)c2ccc(N=NN(C)C)cc2)cc1	-0.2	-0.1	-1	-4	7	-3	5	-8	-9
Cc1ccc(C)c2[nH]c(=O)c(CCNC(=O)c3ccc4c(c3)OCO4)cc12	-0.7	0.3	-5	0	7	-6	8	-3	2
O=C(CCc1n[nH]c(=O)[nH]c1=O)N/N=C/c1ccco1	0.4	0.3	28	-2	2	-7	-13	2	5
COc1ccc2c(C)cc(=S)[nH]c2c1	.	-0.1	14	-6	-1	.	-5	.	2
Cc1nc2cc(NC(=O)C3COc4ccccc4O3)ccc2s1 (centres undefined)	-0.1	1.9	3	-2	5	-9	-9	-12	-5
Cc1ccc(SCC(=O)O/N=C(\N)c2cccnc2)cc1	1.8	0.3	2	1	.	-6	4	2	.
CCCCn1nnnc1C(c1cc2ccccc2o1)N(CCC#N)Cc1ccccc1 (centres undefined)	.	0.9	3	.	4	.	-7	.	12
CCC1CN(C(=O)NCc2ccc(F)cc2)c2cc(Cl)ccc2O1 (centres undefined)	.	0.7	1	-8	-1	.	-18	.	-13
O=C(CN1CCCCCC1)Nc1ccccc1	0.9	1.8	16	-13	9	-8	-12	-3	-2
CCOC(=O)c1cc(-c2ccc(N3CCOCC3)cc2)nn1-c1ccccc1C(=O)O	1.3	11	10	-2	0	-8	-2	-11	-3
COC(=O)[C@@]12CCCCN1[C@H](c1ccc(-c3ccc(OC)cc3)cc1)[C@H]1C(=O)N(C)C(=O)[C@H]12	-0.1	0.4	19	-5	7	-5	-6	-18	14
Fc1ccc(C2N(c3ccccc3)C(=S)N3CCCN23)cc1 (centres undefined)	-0.1	0.0	-19	-8	2	-5	10	-9	-16

The listing continues:
SMILES	V1R ag counter	CHO-K1 Ca ag	CHO-K1 Ca PAM	CHRM1 agonist	TAAR1 ag	OXTR potentiator	CHO-K1 Ca antag	CHO parental Ca	TAAR1 antagonist
Cc1cc(C(=O)C(=O)N(C)C)c(C)n1-c1ccc(Cl)cc1	0.7	0.3	3	-7	0	-7	-5	-14	-5
Nn1c(C2CCC2)nc2cc(Cl)ccc2c1=O	-0.4	-0.2	-8	-5	8	5	8	-9	-8
O=C(COC(=O)c1ccc(O)cc1)NC1CCCCCC1	1.0	0.8	-6	-2	3	-2	-11	-17	-13
Cc1cc(C)c(S(=O)(=O)N(CC(=O)N2CCCC2)C2CCCCC2)c(C)c1	-1.1	0.1	9	-3	3	-16	-6	-16	-1
COC(=O)c1cc(Cl)cc(Cl)c1OS(=O)(=O)N(C)C	-1.4	0.6	2	-8	0	12	-1	0	-3
COc1ccc(NC(=O)CSc2nc3[nH]ncc3c(=O)n2-c2ccccc2C)cc1OC	0.8	0.7	11	-7	-1	0	-6	-8	8
O=S(=O)(c1cc(F)ccc1F)N1CCN(c2ncnc3ccccc23)CC1	11	18*	-3	0	11	-13	5	49*	37
CNc1nc(N)nc(-c2cc(Cl)ccc2OC)n1	0.9	0.6	6	-4	-1	3	-15	-12	16
CC(=O)c1c(N)c(C#N)c(C)n1-c1ccc(Br)cc1	-0.3	-0.4	-5	0	6	3	15	-7	-7
